From PubChem
AmpC inh det – Promiscuous and Specific Inhibitors of AmpC Beta-Lactamase (assay with detergent) | hit rate 0.09% among 71,000 | AID 584, 2007 | P00811 | purified AmpC, nitrocefin hydrolysis with detergent | Potency, µM (highest dose often 28.7 µM), inactives show at the top dose activity change, negative = inhibition; active = well fitted curve in the direction sought with a large enough effect
Target sequence (P00811 whole entry, looked up): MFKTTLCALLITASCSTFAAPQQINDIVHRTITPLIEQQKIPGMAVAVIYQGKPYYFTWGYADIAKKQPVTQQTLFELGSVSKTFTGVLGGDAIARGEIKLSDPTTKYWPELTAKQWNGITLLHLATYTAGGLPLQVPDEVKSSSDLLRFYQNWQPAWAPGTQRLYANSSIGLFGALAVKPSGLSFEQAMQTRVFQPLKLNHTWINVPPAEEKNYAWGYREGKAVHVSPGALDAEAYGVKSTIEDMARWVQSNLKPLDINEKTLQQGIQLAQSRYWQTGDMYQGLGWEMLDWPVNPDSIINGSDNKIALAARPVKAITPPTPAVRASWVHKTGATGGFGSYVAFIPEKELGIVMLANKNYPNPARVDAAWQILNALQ
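E. coli AmpC (5.3 nM) in 20 mM phosphate pH 7.0 with 0.01% Triton X-100, preincubated 15 min RT with compound; nitrocefin (2 uL of 800 uM stock) hydrolysis followed by 480 nm absorbance every 20 s over 4 min.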
Active calls of the source: *; [ ] = another dose, or the depositor's remark. % is scaled to controls: 0 for no effect and ±100 for the full control effect; potency is read from the fitted curve at half-maximal effect. These rows are one share of the data. The share of hits here may be higher or lower than overall.

SMILES	AmpC inh det
CCC(C(=O)NC1CCCC1)N(C(=O)c1snc(C(N)=O)c1N)c1ccc2c(c1)OCCO2 (configuration not stated)	16%
COc1cc2c(=O)nc3n(c2cc1OC)C(c1ccccc1)N=C(N)N3 (configuration not stated)	12%
CCOC(=O)CCc1c(C)nc(SCC(=O)O)c(C#N)c1C	-2%
O=C(Nc1cccc(S(=O)(=O)C(F)F)c1)c1ccc(S(=O)(=O)N2CCOCC2)cc1	-1%
OC(c1ccccc1)(c1ccccc1)C1CCNCC1	-1%[12.8 µM]
COc1ccc(CCNC(=O)c2cnn(-c3ccc(C)c(C)c3)c2NC(=O)c2ccco2)cc1OC	-5%
CCCCCn1c(CN2CCN(c3cccc(Cl)c3)CC2)nc2c1c(=O)[nH]c(=O)n2C	-1%
CCCC[C@H]1C[C@@H]1[C@@H]1N(P(=O)(c2ccccc2)c2ccccc2)[C@](CO)(c2ccccc2)CC12CC2	3%

Some of these compounds in order of formula weight, ascending.
SMILES	AmpC inh det
CCOC(=O)CCc1c(C)nc(SCC(=O)O)c(C#N)c1C	-2%
COc1cc2c(=O)nc3n(c2cc1OC)C(c1ccccc1)N=C(N)N3 (configuration not stated)	12%
CCCCCn1c(CN2CCN(c3cccc(Cl)c3)CC2)nc2c1c(=O)[nH]c(=O)n2C	-1%
CCC(C(=O)NC1CCCC1)N(C(=O)c1snc(C(N)=O)c1N)c1ccc2c(c1)OCCO2 (configuration not stated)	16%

(cont.)
SMILES	AmpC inh det
COc1cc2c3cc1Oc1c(OC)c(OC)cc4c1[C@@H](Cc1ccc(O)c(c1)Oc1ccc(cc1)C[C@@H]3N(C)CC2)CN(C)C4	-2%[5.75 µM]
O=C(NC1CCCc2ccccc21)c1cccnc1 (configuration not stated)	-3%
CN1C(=O)c2ccccc2Sc2ccc(C(=O)N3CCC4(CC3)OCCO4)cc21	0%
Cc1ccc(-c2nc(S(=O)(=O)c3ccc(F)cc3)c(SCC(=O)NCC3CCCO3)o2)cc1 (configuration not stated)	-4%
c1ccc(-c2nnc(-c3ccccn3)nn2)nc1	3%
COC(=O)c1ccc(C(=O)OC)c(NC(=O)c2oc(C)nc2C)c1	-4%
COc1cc2c(cc1OC)-c1cc3nc4ccccc4nc3n1C(C)(C)C2	-3%
Cc1cc2c(=O)n(Cc3ccco3)c(SCC(=O)NCc3ccco3)nc2s1	-5%
CC1Cc2ccccc2N1C(=O)C1CCCN(S(=O)(=O)c2cccc3cccnc23)C1 (configuration not stated)	7%
COc1cc2c(cc1OC)C(c1ccccc1O)N(C1CC(=O)N(c3ccccc3)C1=O)CC2 (configuration not stated)	5%
CN(C)c1ncc2ncc(=O)n(C[C@H]3CCCO3)c2n1	1%
COC(=O)N1CCC2(CCCN(C(c3ccccc3)c3ccccc3)C2)CC1	0%
COc1cccc(/C=N/n2c(CO)nc3ccccc32)c1OC	-4%
CC(=O)N1CCCc2cc(S(=O)(=O)N(C)Cc3ccccc3)ccc21	0%
O=C(NCCN1CCOCC1)c1cc(=O)[nH]c2ccc(Br)cc12	0%
CCc1c(C(=O)Nc2ccc(OC)cc2)[nH]c(C)c1C(C)=O	-3%
CC1(C)NC(=O)N(CNc2cc(Cl)ccc2Cl)C1=O	-2%
COc1ccc(CCNS(=O)(=O)c2cccc3nsnc23)cc1OC	-2%
O=C(O)c1ccccc1	10%
COc1ccc(CNc2ccnc(-c3ccc(N(C)C)cc3)n2)c(OC)c1	-9%
CCOC(=O)c1ccccc1NC(=O)c1c(O)c2ccccc2n(CC)c1=O	2%
O=C(OCc1ccccc1Cl)c1ccc(-n2cnnc2)cc1	-3%
CN1CCN(c2cc(-c3ccccc3Cl)ncn2)CC1	5%
O=C(NCCN1CCCCCC1)C1CCN(S(=O)(=O)N2CCOCC2)CC1	12%
COc1cccc(Cn2c(=O)c(-c3cccc(Cl)c3)nc3cncnc32)c1	-6%
CC(=O)Oc1ccc(NC(=O)CSc2ccccc2)cc1	0%
O=S1(=O)C=C(Sc2nc3ccccc3s2)c2ccccc21	-3%
CC(C)CCn1c(Br)nc2c1c(=O)n(CC(N)=O)c(=O)n2C	-4%
N[C@@H](Cc1c[nH]c2ccccc12)c1nnc(SCc2ccc(F)cc2)o1	-6%
Cn1cnnc1SCNC(=O)C(F)(F)F	11%
COc1ccc(-n2c(O)c(C(C)=NCCN3CCNCC3)c(=O)[nH]c2=O)cc1	-3%
CC(=O)c1ccc(OCCCC(=O)n2nnc3ccccc32)cc1	0%
CC1Cc2ccccc2N1S(=O)(=O)c1cccc2nsnc12 (configuration not stated)	0%
NC(=O)C1(N2CCCCC2)CCN(Cc2nc3ccccc3c(=O)[nH]2)CC1	-3%
COC(=O)[C@@]1(Cc2ccc(F)cc2)[C@H]2c3cc(C(=O)N4CCCC4)n(CCCNc4ncc(C(F)(F)F)cc4Cl)c3C[C@H]2CN1C(=O)c1ccccc1	1%
COC(=O)c1oc2ccc(OC)cc2c1N	6%
COc1ccc(OC)c2sc(NC(=O)C(C)C)nc12	11%
CCOC(=O)C1C(=O)C=C(C)C(C(=O)OCC)C1c1ccc(OC)cc1 (configuration not stated)	-1%
CS(=O)(=O)Nc1cccc(-c2nc(Nc3ccc(F)cc3)c3ccccc3n2)c1	18%
O=c1[nH]c2cc(Cl)c(Cl)cc2[nH]c1=O	-1%
COC(=O)CCNc1ccc2c(c1)OCCO2	-4%
CC(CNCc1ccc2c(c1)OCO2)NCc1ccc2c(c1)OCO2 (configuration not stated)	10%
COc1ccc(-c2nnc(SCC(=O)NCc3ccco3)n2C)cc1	-3%
N#Cc1c(NC(=O)CSc2nc(-c3ccco3)cc(C(F)(F)F)n2)sc2c1CCCC2	-5%
COc1ccc(C(=O)CSc2nnc(CNc3ccc(C)cc3C)o2)cc1	1%
c1ccc2c(c1)nc(NCC1CCCO1)c1nnnn12 (configuration not stated)	7%
O=C(C[C@@H](c1ccccc1)N1CCCCC1)c1ccccc1	-3%[5.75 µM]
O=C(C1CCCN(S(=O)(=O)Cc2ccccc2)C1)N1CCCCC1 (configuration not stated)	3%
O=C(NCc1n[nH]c(=S)n1-c1ccccc1)c1ccc(S(=O)(=O)N2CCOCC2)cc1	2%
Cn1c2ccccc2c2ncn(CCN3CCOCC3)c(=O)c21	0%
O=C(Cn1cnc2ccccc2c1=O)OCCCCN1C(=O)c2ccccc2C1=O	-5%
Cc1cc(C(=O)N2CCN(C/C=C/c3ccccc3)CC2)no1	-1%
O=C(NCc1ccncc1)c1ccc(Br)cc1	-3%
O=c1n(Cc2ccc(Cl)cc2)c2sc3c(c2c2ncnn12)CCCC3	-4%
C[C@@H]1O[C@H](C[N+](C)(C)C)C[C@H]1O	-2%
O=S(=O)(c1ccc2nc(Cc3cccc(C(F)(F)F)c3)[nH]c2c1)N1CCOCC1	-7%

Other records
SMILES	AmpC inh det
O=C(Nc1cccc(C(F)(F)F)c1)c1ccco1	-5%
NC(Cc1cccc2nsnc12)C(=O)O (configuration not stated)	7%
Cc1cc(C)n(-c2ncnc3sc4c(c23)CC(C)CC4)n1 (configuration not stated)	-2%
CN(C)P1(N(C)C)=NC(C(F)(F)F)=NC(C(F)(F)F)=N1	5%
Cc1ccc2c(CC(=O)NCc3ccco3)coc2c1C	-4%
Cc1ccc(Nc2nc(CSc3nnc(-c4cccs4)o3)cs2)cc1	-2%
CN(C)c1ncc2nc(-c3ccc(F)cc3)c(=O)n(-c3ccccc3)c2n1	-2%
COC(=O)\C(C(C)=O)=C(/C=C/C=C/N(C)C)N(C)C	-1%
COc1cccc(-c2nn3c(-c4cccc(C)c4)nnc3s2)c1	-7%
Cn1c(=O)c2c(SCC(=O)NCc3ccco3)nc(CC(C)(C)C)nc2n(C)c1=O	12%
Cc1cc(-c2ccccc2)c(C#N)c(N)n1	6%
CC(=O)c1cccc(NC(=O)Nc2cnn(Cc3ccc(F)cc3)c2)c1	-4%
O=C(Oc1ccccc1)N1CCC2(CCCN(c3ccccc3)C2)CC1	0%
COc1ccc(OC)c(C(c2nnnn2Cc2ccccc2)N2CCN(C)CC2)c1 (configuration not stated)	1%
COc1ccc(CNC(=O)c2cc(-c3ccc(OC)c(OC)c3)on2)cc1	-2%
O=C(c1ccco1)N1CCC(c2ccccc2)C1 (configuration not stated)	13%
CCCC(=O)Nc1ccc2oc(-c3cccnc3)nc2c1	0%
COC(=O)c1ccc(/C=N/n2cnnc2)cc1	5%
Cn1c(SCC(=O)NCc2ccco2)nnc1-c1cccs1	-4%
CN(C)C(=O)c1ccc(-c2nccc(-n3ccnc3)n2)cc1	4%
O=C(CCCn1c(=O)[nH]c2ccsc2c1=O)N1CCN(c2ccccn2)CC1	6%
CCOc1ccccc1NC(=O)CCn1c(=O)oc2ccccc21	-4%
CCOC(=O)N1CCN(C(=O)c2cnn3c(C(F)F)cc(-c4ccc(C)cc4)nc23)CC1	-2%
Oc1cccc2cccnc12	-1%[5.75 µM]
Cc1cc2c(cc1C)NC(c1c(C)n(C)n(-c3ccccc3)c1=O)C1=C(CC(C)(C)CC1=O)N2 (configuration not stated)	-6%
CCc1ccccc1N(CC(=O)NCCSCc1ccco1)S(C)(=O)=O	-1%
O=C(OCn1nnc2ccccc2c1=O)C1CCCCC1	15%
N#CCCN1CCN(C(=S)c2ccc(-c3cccc(Cl)c3)o2)CC1	6%
N#Cc1cccc2cnccc12	9%
COc1ncc2nc(-c3ccc(F)cc3)c(=O)n(C3CC3)c2n1	-3%
O=C1CSC(c2ccccc2F)N1CCN1CCCCC1 (configuration not stated)	-2%
COc1ccc2ncn(-c3ccccc3)c2c1	-2%
COc1cccc(C(C(=O)NCc2ccco2)N(C(=O)Cn2nnc3ccccc32)C2CC2)c1OC (configuration not stated)	-3%
Cc1cnc(CNc2ncncc2-c2ccccc2CN(C)C)cn1	10%
Cc1nc(N)sc1-c1csc(Nc2ccc(Cl)cn2)n1	0%
Cc1ccc(-n2c(=O)c3sccc3n(CC(=O)N3CCCC3)c2=O)cc1	9%
CCc1nc(Nc2ccc3nccnc3c2)c2oc3ccccc3c2n1	0%
COc1ccc(CCNC(=O)C2CCN(S(=O)(=O)c3cccc4nonc34)CC2)cc1OC	11%
Cc1ccc(Cn2ccc(NC(=O)C3C4CCC(C4)C3C(=O)O)n2)cc1 (configuration not stated)	7%
COCCn1c(=O)c(-c2ccc(OC)cc2)nc2cnc(N3CCN(C)CC3)nc21	0%
O=C(NC1CCCCCC1)C1CCN(c2nc3ccccc3o2)CC1	-2%
CC(C)Oc1ccc(CNCC2(O)CCOC(C)(C)C2)cc1 (configuration not stated)	-4%
O=C(Cn1nnc(-c2ccccc2NC(=O)c2ccco2)n1)Nc1ccccc1	6%
CCN1C(=O)c2ccccc2Sc2ccc(C(=O)N3CCC4(CC3)OCCO4)cc21	1%
COc1ccc(C(=O)Nc2cc(=O)n(C)c(=O)n2C)cc1OC	7%
O=C(NCc1ccco1)C1CCN(c2nc3ccccc3n2Cc2ccc(F)cc2)CC1	11%
Cc1ccc(S(=O)(=O)N2CC(=O)Nc3ccccc32)cc1C	-2%
CCOC(=O)C1=C(C)NC(=O)NC1c1ccc(C)o1 (configuration not stated)	9%

No new results follow: entries from further up.
SMILES	AmpC inh det
Cc1ccc(Cn2ccc(NC(=O)C3C4CCC(C4)C3C(=O)O)n2)cc1 (configuration not stated)	7%
COCCn1c(=O)c(-c2ccc(OC)cc2)nc2cnc(N3CCN(C)CC3)nc21	0%
O=C(NC1CCCCCC1)C1CCN(c2nc3ccccc3o2)CC1	-2%
CC(C)Oc1ccc(CNCC2(O)CCOC(C)(C)C2)cc1 (configuration not stated)	-4%
O=C(Cn1nnc(-c2ccccc2NC(=O)c2ccco2)n1)Nc1ccccc1	6%
CCN1C(=O)c2ccccc2Sc2ccc(C(=O)N3CCC4(CC3)OCCO4)cc21	1%
COc1ccc(C(=O)Nc2cc(=O)n(C)c(=O)n2C)cc1OC	7%

(list continues)
SMILES	AmpC inh det
CCc1ccccc1NC1c2ccccc2C(=O)N1Cc1ccco1 (configuration not stated)	3%
Nn1c(SCC(=O)NC2CCCCC2)nnc1C1CC1	-2%
COc1ccccc1C(O)P(=O)(OC(C)C)c1ccc(N(C)C)cc1 (configuration not stated)	0%
COc1ccc(OC)c(NC(=O)Cn2cnc3c(cnn3-c3ccccc3)c2=O)c1	12%
C[N+]1([O-])[C@H]2CC[C@H]1CC(OC(=O)[C@@H](CO)c1ccccc1)C2 (some centres not stated)	-1%[5.75 µM]
N=P(N1CCOCC1)(N1CCOCC1)C12CC3CC(CC(C3)C1)C2	-2%
Cc1ccc(S(=O)(=O)N2CC(O)CC2C(=O)Nc2ccc3c(c2)CCC3)cc1 (configuration not stated)	10%
Nc1nc(SCCc2ccccc2)c2[nH]cnc2n1	1%[5.75 µM]
COc1ccc(NS(=O)(=O)c2ccc(NC(=O)C3CCCO3)cc2)cc1 (configuration not stated)	1%
C=CCN1C(=O)CSC1=Nc1cccc(O)c1	-1%
COc1ccccc1Oc1ccc(S(=O)(=O)N2CCOCC2)cc1S(=O)(=O)N1CCOCC1	10%
Cc1nc2sc(C(c3ccc(C(C)C)cc3)N3CCN(CCO)CC3)c(O)n2n1 (configuration not stated)	9%
COc1cccc(C2=CC(c3cccc(OC)c3OC(F)F)n3nnnc3N2)c1 (configuration not stated)	-1%
O=c1c(-c2ccc(Cl)cc2)coc2c(CN3CCOCC3)c(O)ccc12	9%
c1nc(N2CCCC2)c2[nH]cnc2n1	-5%
